Source: PubChem BioAssay
NSD2 inh – inhibitors of human NSD2 methyltransferase | inhibition, % at 12.5 µM | NSD2-SET H3K36me1 DELFIA fluorescence, biochemical | actives 0.07% (n = 44,000) | O96028 | AID 624260; in the data active = inhibition above about 54%, passing the limit was not always enough;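 note: inhibitors reduce the monomethyl H3K36 fluorescence signal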
Target sequence (O96028 whole entry, looked up): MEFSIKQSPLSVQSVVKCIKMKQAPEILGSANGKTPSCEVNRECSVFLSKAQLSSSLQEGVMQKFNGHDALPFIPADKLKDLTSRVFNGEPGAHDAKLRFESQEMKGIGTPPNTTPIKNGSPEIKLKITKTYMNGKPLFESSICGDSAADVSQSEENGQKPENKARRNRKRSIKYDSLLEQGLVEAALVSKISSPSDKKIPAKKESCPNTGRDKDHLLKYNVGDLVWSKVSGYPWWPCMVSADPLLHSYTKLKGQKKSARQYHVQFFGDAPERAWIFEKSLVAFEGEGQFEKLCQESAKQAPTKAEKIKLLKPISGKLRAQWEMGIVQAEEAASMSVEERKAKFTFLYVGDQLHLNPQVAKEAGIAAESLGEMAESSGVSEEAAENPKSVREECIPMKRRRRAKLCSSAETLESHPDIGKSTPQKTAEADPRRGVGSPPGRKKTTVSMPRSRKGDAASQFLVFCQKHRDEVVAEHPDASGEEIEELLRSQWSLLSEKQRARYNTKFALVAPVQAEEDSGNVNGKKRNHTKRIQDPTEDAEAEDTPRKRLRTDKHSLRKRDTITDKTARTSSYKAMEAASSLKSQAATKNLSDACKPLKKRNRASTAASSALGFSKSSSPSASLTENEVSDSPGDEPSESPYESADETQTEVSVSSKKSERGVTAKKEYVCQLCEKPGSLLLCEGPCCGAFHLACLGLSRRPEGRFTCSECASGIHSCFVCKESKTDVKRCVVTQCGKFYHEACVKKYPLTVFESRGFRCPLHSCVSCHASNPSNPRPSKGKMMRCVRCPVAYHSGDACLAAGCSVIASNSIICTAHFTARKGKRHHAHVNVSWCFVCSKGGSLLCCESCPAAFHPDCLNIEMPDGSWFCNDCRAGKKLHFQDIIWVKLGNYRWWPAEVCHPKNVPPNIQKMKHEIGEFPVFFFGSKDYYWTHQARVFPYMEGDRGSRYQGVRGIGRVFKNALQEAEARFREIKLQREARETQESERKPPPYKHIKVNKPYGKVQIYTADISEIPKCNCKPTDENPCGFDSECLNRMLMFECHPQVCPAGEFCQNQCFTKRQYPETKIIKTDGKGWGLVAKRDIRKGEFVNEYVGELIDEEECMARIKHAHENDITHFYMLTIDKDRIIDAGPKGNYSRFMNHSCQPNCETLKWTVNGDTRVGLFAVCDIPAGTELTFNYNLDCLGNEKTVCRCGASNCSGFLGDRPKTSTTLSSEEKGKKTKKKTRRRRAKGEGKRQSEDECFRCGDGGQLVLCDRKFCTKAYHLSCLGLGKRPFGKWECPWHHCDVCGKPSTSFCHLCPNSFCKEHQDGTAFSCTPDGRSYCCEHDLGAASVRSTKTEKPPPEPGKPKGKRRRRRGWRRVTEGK
Active calls of the source: *; & = joins results of further samples.

SMILES	NSD2 inh
C[C@@H]1CN([C@@H](C)CO)C(=O)c2cc(NS(C)(=O)=O)ccc2O[C@@H](C)CCCCO[C@@H]1CN(C)C(=O)Cc1ccccc1	-1
CC(C)NC(=O)Nc1cccc2c1O[C@H](CN(C)Cc1ccc(C(F)(F)F)cc1)[C@H](C)CN([C@@H](C)CO)C2=O	0
Cc1cc2c(c(Sc3ccccc3)n1)C(=O)OC2	-1
C[C@@H]1CN([C@@H](C)CO)C(=O)c2cccc(NC(=O)Nc3ccc4c(c3)OCO4)c2O[C@H]1CN(C)Cc1ccc2c(c1)OCO2	-2
CCCN(C)C[C@@H]1Oc2cc(-c3cccc(OC)c3)ccc2S(=O)(=O)N([C@H](C)CO)C[C@@H]1C	-11
Cc1noc(C)c1S(=O)(=O)Nc1ccc2c(c1)C(=O)N([C@@H](C)CO)C[C@@H](C)[C@@H](CN(C)S(=O)(=O)c1ccc(Cl)cc1)O2	3
C[C@@H]1CN([C@@H](C)CO)C(=O)c2cccc(NS(=O)(=O)c3ccccc3)c2O[C@H]1CN(C)Cc1ccc(Cl)c(Cl)c1	5
Cc1cc(C(=O)Nc2cccc3c2O[C@@H](CN(C)S(=O)(=O)c2c(C)noc2C)[C@@H](C)CN([C@H](C)CO)C3=O)n(C)n1	-1
C[C@@H]1CN([C@H](C)CO)C(=O)c2cc(C#CCC3CCCC3)cnc2O[C@H]1CN(C)Cc1ccccn1	2
C[C@@H]1CN([C@H](C)CO)C(=O)c2cc(NS(C)(=O)=O)ccc2O[C@@H](C)CCCCO[C@@H]1CN(C)C(=O)C1CCCCC1	3
CC(=O)N(C)C[C@@H]1Oc2ncc(-c3cccc(C#N)c3)cc2C(=O)N([C@@H](C)CO)C[C@@H]1C	-16
C[C@@H]1CN([C@@H](C)CO)C(=O)Cc2cc(NC(=O)Cc3ccccc3)ccc2O[C@H]1CN(C)C(=O)Nc1ccc(F)cc1	-2
C[C@H]1CN([C@@H](C)CO)C(=O)Cc2cc(NC(=O)Cc3ccccc3)ccc2O[C@@H]1CN(C)C(=O)NC1CCCCC1	7
Cc1noc(C)c1NC(=O)Nc1cccc2c1O[C@H](CN(C)S(=O)(=O)c1ccc(Cl)cc1)[C@@H](C)CN([C@@H](C)CO)C2=O	10
CC(=O)N(C)C[C@H]1Oc2cc(-c3cccnc3)ccc2S(=O)(=O)N([C@H](C)CO)C[C@@H]1C	4
CNC[C@H]1OCc2ccccc2-c2ccccc2C(=O)N([C@@H](C)CO)C[C@@H]1C	8
CN(CCO)c1ccc(/C=N/NC(=O)c2ccccn2)cc1	1
COCC#Cc1ccc2c(c1)O[C@@H](CN(C)C(=O)Nc1ccccc1F)[C@@H](C)CN([C@@H](C)CO)S2(=O)=O	2
Cc1ccc(S(=O)(=O)N(C)C[C@H]2OCCCC[C@H](C)Oc3ccc(NS(=O)(=O)c4ccc(Cl)cc4)cc3C(=O)N([C@H](C)CO)C[C@H]2C)cc1	-6
O=C(NO)c1ccc(C(=O)N/N=C/c2ccc(F)cc2)cc1	4
C[C@H](CO)N1C[C@H](C)[C@H](CN(C)Cc2ccc(Cl)c(Cl)c2)Oc2ccc(NS(=O)(=O)c3ccc(F)cc3)cc2C1=O	0
C[C@H](O)C#Cc1ccc2c(c1)O[C@@H](CN(C)C(=O)CN(C)C)[C@@H](C)CN([C@H](C)CO)S2(=O)=O	1
O=C(N/N=C/c1cccnc1)c1ccccc1O	-1
CC(=O)N(C)C[C@H]1Oc2cc(-c3cccnc3)ccc2S(=O)(=O)N([C@@H](C)CO)C[C@@H]1C	-6
Cc1noc(C)c1S(=O)(=O)N(C)C[C@@H]1Oc2ccc(NC(=O)NC(C)C)cc2CC(=O)N([C@@H](C)CO)C[C@H]1C	15

As a short view, some entries already given:
SMILES	NSD2 inh
C[C@@H]1CN([C@@H](C)CO)C(=O)c2cc(NS(C)(=O)=O)ccc2O[C@@H](C)CCCCO[C@@H]1CN(C)C(=O)Cc1ccccc1	-1
CC(C)NC(=O)Nc1cccc2c1O[C@H](CN(C)Cc1ccc(C(F)(F)F)cc1)[C@H](C)CN([C@@H](C)CO)C2=O	0
Cc1cc2c(c(Sc3ccccc3)n1)C(=O)OC2	-1
C[C@@H]1CN([C@@H](C)CO)C(=O)c2cccc(NC(=O)Nc3ccc4c(c3)OCO4)c2O[C@H]1CN(C)Cc1ccc2c(c1)OCO2	-2
CCCN(C)C[C@@H]1Oc2cc(-c3cccc(OC)c3)ccc2S(=O)(=O)N([C@H](C)CO)C[C@@H]1C	-11
Cc1noc(C)c1S(=O)(=O)Nc1ccc2c(c1)C(=O)N([C@@H](C)CO)C[C@@H](C)[C@@H](CN(C)S(=O)(=O)c1ccc(Cl)cc1)O2	3
C[C@@H]1CN([C@@H](C)CO)C(=O)c2cccc(NS(=O)(=O)c3ccccc3)c2O[C@H]1CN(C)Cc1ccc(Cl)c(Cl)c1	5
Cc1cc(C(=O)Nc2cccc3c2O[C@@H](CN(C)S(=O)(=O)c2c(C)noc2C)[C@@H](C)CN([C@H](C)CO)C3=O)n(C)n1	-1
C[C@@H]1CN([C@H](C)CO)C(=O)c2cc(C#CCC3CCCC3)cnc2O[C@H]1CN(C)Cc1ccccn1	2
C[C@@H]1CN([C@H](C)CO)C(=O)c2cc(NS(C)(=O)=O)ccc2O[C@@H](C)CCCCO[C@@H]1CN(C)C(=O)C1CCCCC1	3
CC(=O)N(C)C[C@@H]1Oc2ncc(-c3cccc(C#N)c3)cc2C(=O)N([C@@H](C)CO)C[C@@H]1C	-16

Later entries:
SMILES	NSD2 inh
Cc1noc(C)c1NC(=O)Nc1ccc2c(c1)CC(=O)N([C@@H](C)CO)C[C@@H](C)[C@H](CN(C)S(=O)(=O)c1cccs1)O2	-2
C[C@@H]1CN([C@@H](C)CO)C(=O)c2cc(NS(=O)(=O)c3cn(C)cn3)ccc2O[C@H]1CN(C)C(=O)Nc1ccc(F)cc1	7
COc1ccc(NC(=O)Nc2ccc3c(c2)C(=O)N([C@@H](C)CO)C[C@@H](C)[C@@H](CN(C)C(=O)Nc2ccc(OC)cc2)OCCCC[C@@H](C)O3)cc1	-5
CC(C)NC(=O)Nc1ccc2c(c1)CC(=O)N([C@H](C)CO)C[C@H](C)[C@H](CN(C)Cc1ccc(C(=O)O)cc1)O2	-2
C[C@@H]1CN([C@H](C)CO)C(=O)Cc2cc(NS(=O)(=O)c3ccc(F)cc3)ccc2O[C@@H]1CN(C)C(=O)Nc1ccc2c(c1)OCO2	2
C[C@@H]1CN([C@H](C)CO)C(=O)CCCn2cc(nn2)CO[C@@H]1CN(C)C(=O)CCC(F)(F)F	0
C[C@H](CO)N1C[C@H](C)[C@@H](CN(C)Cc2ccc(C(=O)Nc3ccccc3N)cc2)Oc2ccc(NC(=O)Nc3ccc(C(F)(F)F)cc3)cc2C1=O	-3
C[C@@H]1CN([C@@H](C)CO)C(=O)c2cc(NC(=O)c3ccncc3)ccc2O[C@@H](C)CCCCO[C@@H]1CN(C)Cc1ccc(C(F)(F)F)cc1	-11
Cc1ccc(S(=O)(=O)Nc2ccc3c(c2)C(=O)N([C@H](C)CO)C[C@H](C)[C@H](CN(C)Cc2ccccc2)OCCCC[C@H](C)O3)cc1	5
CC(C)NC(=O)[C@@]1(C)c2ccccc2C(=O)N(Cc2ccccc2)[C@H]1c1ccc(CO)cc1	4
COc1ccc(NC(=O)N(C)C[C@H]2Oc3ccc(NS(=O)(=O)c4ccc(Cl)cc4)cc3C(=O)N([C@H](C)CO)C[C@H]2C)cc1	-11
C[C@H](CO)N1C[C@H](C)[C@H](CN(C)C(=O)NC2CCCCC2)Oc2ncc(/C=C/c3ccccc3)cc2C1=O	-2&-5
C[C@@H]1CN([C@@H](C)CO)C(=O)Cc2cc(NC(=O)Nc3ccc4c(c3)OCO4)ccc2O[C@@H]1CN(C)S(C)(=O)=O	4
COC(=O)CCCCCCC(=O)N/N=C/c1ccc(N(C)CCO)cc1	0
C[C@H]1CN([C@@H](C)CO)C(=O)c2cccc(NS(=O)(=O)c3ccccc3)c2O[C@H]1CN(C)Cc1ccc(Cl)c(Cl)c1	-3
COCC(=O)Nc1ccc2c(c1)[C@@H]1C[C@@H](CC(=O)NC3CCCCC3)O[C@@H](CO)[C@@H]1O2	-4
C[C@@H]1CN([C@@H](C)CO)C(=O)c2cc(NC(=O)C3CC3)ccc2O[C@H]1CN(C)Cc1ccc(C(F)(F)F)cc1	6
C[C@@H]1CCCCO[C@H](CN(C)Cc2ccc(C(=O)O)cc2)[C@H](C)CN([C@H](C)CO)C(=O)c2cc(NC(=O)NC3CCCCC3)ccc2O1	7
C[C@@H]1CN([C@@H](C)CO)C(=O)c2cc(C#CC3(O)CCCC3)cnc2O[C@@H]1CN(C)C(=O)Cc1cccnc1	0
C[C@@H]1CN([C@H](C)CO)C(=O)Cc2cc(NC(=O)Nc3ccccc3)ccc2O[C@H]1CN(C)S(C)(=O)=O	2
C[C@H]1CN([C@@H](C)CO)C(=O)Cc2cc(NC(=O)Nc3ccccc3)ccc2O[C@@H]1CN(C)S(=O)(=O)c1ccccc1	-10
COC(=O)C[C@@H]1C[C@@H]2c3cc(NC(=O)C4CCOCC4)ccc3O[C@@H]2[C@@H](CO)O1	6
C=CCOC(=O)[C@H]1[C@@H]2C(=O)O[C@@H](c3ccccc3)[C@@H](c3ccccc3)N2[C@@H](c2ccc(OCCOC(=O)[C@H]3C[C@H]4C(=O)N5CCC[C@H]5C(=O)N4[C@H]3c3ccc(O)cc3)cc2)[C@]12C(=O)Nc1ccccc12	-1
Cc1noc(C)c1NC(=O)N(C)C[C@@H]1Oc2c(cccc2N(C)C)C(=O)N([C@H](C)CO)C[C@@H]1C	3
CC(C)C#Cc1cnc2c(c1)C(=O)N([C@@H](C)CO)C[C@@H](C)[C@H](CN(C)Cc1ccccc1)O2	1
SMILES	NSD2 inh
O=C(Nc1cc(F)ccc1F)N[C@H]1C=C[C@@H](CC(=O)N2CCc3ccccc3C2)O[C@H]1CO	9
CCCN(C)C[C@@H]1Oc2cc(/C=C/c3ccccc3)ccc2S(=O)(=O)N([C@@H](C)CO)C[C@@H]1C	0
C[C@@H]1CN([C@H](C)CO)C(=O)c2cccc(NC(=O)C3CCOCC3)c2O[C@H]1CN(C)S(=O)(=O)c1ccc(F)cc1	0
C[C@H]1CCCCO[C@H](CN(C)S(=O)(=O)c2ccc(F)cc2)[C@@H](C)CN([C@@H](C)CO)C(=O)c2cc(NS(=O)(=O)c3ccccc3)ccc2O1	-1
C/C=C/c1ccc2c(c1)O[C@H](CN(C)Cc1cncnc1)[C@H](C)CN([C@H](C)CO)S2(=O)=O	-2
C[C@H]1CN([C@@H](C)CO)C(=O)c2cc(NS(=O)(=O)c3cccs3)ccc2O[C@H]1CN(C)C(=O)NC1CCCCC1	8
CNC[C@@H]1OCCCC[C@@H](C)Oc2ccc(NC(=O)Nc3c(C)noc3C)cc2C(=O)N([C@H](C)CO)C[C@H]1C	3
CC(C)CC#Cc1cnc2c(c1)C(=O)N([C@@H](C)CO)C[C@H](C)[C@H](CN(C)C(=O)c1cnccn1)O2	6
CC(C)C#Cc1cnc2c(c1)C(=O)N([C@@H](C)CO)C[C@H](C)[C@@H](CN(C)Cc1ccccc1)O2	-3
C[C@H]1CN([C@@H](C)CO)C(=O)c2cc(NS(=O)(=O)c3ccc(Cl)cc3)ccc2O[C@H]1CN(C)Cc1ccccc1	1
COc1ccccc1-c1cnc2c(c1)C(=O)N([C@@H](C)CO)C[C@@H](C)[C@H](CN(C)Cc1cncnc1)O2	2
CNC[C@H]1OCCCC[C@@H](C)Oc2ccc(NC(=O)Nc3ccc4c(c3)OCO4)cc2C(=O)N([C@H](C)CO)C[C@H]1C	-1
C/C=C/c1ccc2c(c1)O[C@@H](CN(C)S(=O)(=O)c1ccccc1OC)[C@@H](C)CN([C@@H](C)CO)S2(=O)=O	2
C[C@@H]1CN([C@@H](C)CO)C(=O)CCCn2cc(nn2)CO[C@@H]1CN(C)Cc1ccccc1C(=O)O	0
COc1ccc(S(=O)(=O)N(C)C[C@@H]2Oc3c(NC(=O)Nc4c(C)noc4C)cccc3C(=O)N([C@H](C)CO)C[C@@H]2C)cc1	9
C[C@@H]1CN([C@H](C)CO)C(=O)c2cc(NC(=O)CCC(F)(F)F)ccc2O[C@@H]1CN(C)Cc1ccncc1	0
CN(C)CC(=O)Nc1ccc2c(c1)[C@@H]1C[C@H](CC(=O)N3CCN(C)CC3)O[C@@H](CO)[C@@H]1O2	5
C[C@@H]1CN([C@H](C)CO)S(=O)(=O)c2ccc(C#CC3CC3)cc2O[C@@H]1CN(C)CC1CCOCC1	0
CCCN(C)C[C@@H]1OCCCC[C@@H](C)Oc2ccc(NC(=O)Nc3ccc(C(F)(F)F)cc3)cc2C(=O)N([C@H](C)CO)C[C@H]1C	20
C[C@H](CO)N1C[C@H](C)[C@@H](CN(C)S(=O)(=O)c2cn(C)cn2)Oc2ccc(NC(=O)Cc3cn(C)c4ccccc34)cc2CC1=O	0
C[C@H](O)C#Cc1cnc2c(c1)C(=O)N([C@@H](C)CO)C[C@H](C)[C@@H](CN(C)CC1CCOCC1)O2	-1
CCC(=O)N(C)C[C@H]1Oc2cc(C#CC3CCCCC3)ccc2S(=O)(=O)N([C@H](C)CO)C[C@H]1C	9
C[C@H]1CN([C@@H](C)CO)C(=O)Cc2cc(NC(=O)Cc3ccccc3)ccc2O[C@H]1CN(C)C	-2
C[C@H]1CCCCO[C@H](CN(C)S(=O)(=O)c2cn(C)cn2)[C@@H](C)CN([C@@H](C)CO)C(=O)c2cc(NS(=O)(=O)c3cn(C)cn3)ccc2O1	35
Cc1ccc(S(=O)(=O)N(C)C[C@H]2OCCCC[C@H](C)Oc3ccc(NS(=O)(=O)c4c(C)noc4C)cc3C(=O)N([C@@H](C)CO)C[C@@H]2C)cc1	0
COc1ccc(NC(=O)Nc2ccc3c(c2)C(=O)N([C@@H](C)CO)C[C@H](C)[C@H](CN(C)S(=O)(=O)c2cn(C)cn2)O3)cc1	-46
COC(=O)[C@H](Cc1ccccc1)N1CC(C)(OC)O[C@@H](Cc2ccccc2)[C@H]1/C=C/C1CC1 (stereo not given in full)	4
CC(C)NC(=O)N(C)C[C@H]1OCCCC[C@@H](C)Oc2ccc(NS(=O)(=O)c3ccc(F)cc3)cc2C(=O)N([C@H](C)CO)C[C@H]1C	-1
COc1ccc(CNC(=O)C[C@H]2C[C@H]3c4cc(NS(=O)(=O)c5ccc(F)cc5)ccc4O[C@H]3[C@@H](CO)O2)cc1	0

These rows are one share of the data; rates above refer to the full screens.
